Screening results (PubChem)
CD11b adhes enh = increases human CD11b/CD18 adhesion to fibrinogen; activation, % at 10 µM; hit rate 0.07% among 93,000; K562 CD11b/CD18 adhesion to fibrinogen, ATPlite luminescence; AID 1499; P05107+P11215;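 active = 10 µM primary screen giving 50% or more activity, confirmed by 40% or more on retest at that dose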; also: strong numbers were not always called active; reference of the scale not given here
Target sequence (P05107 whole entry, looked up, other chains not shown): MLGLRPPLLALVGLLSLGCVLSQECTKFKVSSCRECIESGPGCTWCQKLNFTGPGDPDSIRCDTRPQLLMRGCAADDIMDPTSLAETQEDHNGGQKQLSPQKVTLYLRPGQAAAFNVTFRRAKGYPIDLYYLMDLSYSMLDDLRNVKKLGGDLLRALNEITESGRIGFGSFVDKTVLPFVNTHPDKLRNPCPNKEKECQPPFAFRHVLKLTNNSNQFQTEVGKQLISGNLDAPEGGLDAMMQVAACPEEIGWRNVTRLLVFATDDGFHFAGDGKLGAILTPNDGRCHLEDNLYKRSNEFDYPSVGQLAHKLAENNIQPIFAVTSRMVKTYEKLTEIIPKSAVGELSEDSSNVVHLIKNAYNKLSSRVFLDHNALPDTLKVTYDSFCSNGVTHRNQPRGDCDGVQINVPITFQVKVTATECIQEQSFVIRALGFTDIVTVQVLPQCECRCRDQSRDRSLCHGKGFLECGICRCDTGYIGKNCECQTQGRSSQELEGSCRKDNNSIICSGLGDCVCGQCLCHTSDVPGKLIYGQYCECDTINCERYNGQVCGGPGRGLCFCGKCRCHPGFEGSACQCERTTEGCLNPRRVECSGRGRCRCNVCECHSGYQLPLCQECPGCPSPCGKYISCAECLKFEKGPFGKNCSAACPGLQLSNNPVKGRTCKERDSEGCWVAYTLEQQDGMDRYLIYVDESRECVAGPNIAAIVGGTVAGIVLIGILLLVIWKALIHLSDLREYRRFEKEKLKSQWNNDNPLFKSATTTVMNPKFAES
An asterisk follows results filed as active. Only part of the results is shown, so the mix of outcomes need not match the whole.

Molecule | CD11b adhes enh
Cc1c(C(=O)Nc2ccc(Cl)cc2)c2ccccn2c1C(=O)c1ccc([N+](=O)[O-])cc1 | 35
O=[N+]([O-])c1ccc2nc(/C=C/c3ccc(Cl)cc3)[nH]c2c1 | -8
N#CC1=C(N)Nc2ncnn2C1c1ccc(F)cc1 (configuration not stated) | 6
CCC(=O)Nc1ccc2c(c1)C(=O)c1ccccc1C2=O | 6
COc1ccc(S(=O)(=O)N=C2C=C(C)C(=O)C(C)=C2)cc1 | 10
CCn1c(SCC(=O)NC2CCCc3ccccc32)nnc1-c1ccncc1 (configuration not stated) | 8
COc1ccc(C)cc1N(C(=O)c1cccc(F)c1)c1nc2ccccc2s1 | -1
CC(=O)Oc1ccc(Cl)cc1/C=C/c1ccc2ccccc2n1 | 5
Cc1cc(C)nc(NN=C2CCCC2)n1 | -3
Cc1ccccc1NC(=S)NNC(=O)c1csc2c1CCC(C)C2 (configuration not stated) | -2
CCNc1nc(Oc2ccc(C(=O)OCC)cc2)nc(SC)n1 | -4
COc1ccccc1-c1c(C(F)(F)F)oc2cc(OCC(=O)Nc3cc(C)ccc3C)ccc2c1=O | 5
CCN1CCCC1CNCc1cccc(OC)c1OCc1ccccc1F (configuration not stated) | -3
O=C(NCc1ccccc1)c1cccc(COc2ccc3c(c2)CCC3)c1 | 11
COc1ccc(NC(=O)Cc2coc3cc(C)c(C(C)C)cc23)cc1S(=O)(=O)N1CCOCC1 | 2

Arranged by the number under CD11b adhes enh (lowest first): 7 of the compounds above.
Molecule | CD11b adhes enh
CCN1CCCC1CNCc1cccc(OC)c1OCc1ccccc1F (configuration not stated) | -3
COc1ccc(C)cc1N(C(=O)c1cccc(F)c1)c1nc2ccccc2s1 | -1
COc1ccc(NC(=O)Cc2coc3cc(C)c(C(C)C)cc23)cc1S(=O)(=O)N1CCOCC1 | 2
COc1ccccc1-c1c(C(F)(F)F)oc2cc(OCC(=O)Nc3cc(C)ccc3C)ccc2c1=O | 5
CCC(=O)Nc1ccc2c(c1)C(=O)c1ccccc1C2=O | 6
CCn1c(SCC(=O)NC2CCCc3ccccc32)nnc1-c1ccncc1 (configuration not stated) | 8
O=C(NCc1ccccc1)c1cccc(COc2ccc3c(c2)CCC3)c1 | 11

Continuation:
Molecule | CD11b adhes enh
CCC[C@@H](NS(=O)(=O)c1ccc(C)cc1)C(=O)Oc1ccc2c3c(c(=O)oc2c1)CCC3 | -7
C/C(=N\Nc1nc2ccccc2[nH]1)c1ccc(Cl)s1 | 1
Cc1nnc(SCC(=O)NCc2ccccc2Cl)n(N)c1=O | 15
CNC(=O)NC(=O)COC(=O)c1ccc(-n2c(C)ccc2C)cc1 | -4
C=CCNCCOCCOc1ccc(C)cc1[N+](=O)[O-] | -2
CN(C)c1ccc(/C=C(/NC(=O)c2ccccc2)C(=O)N/N=C/c2ccc([N+](=O)[O-])c(O)c2)cc1 | -3
COC(=O)c1onc(-c2ccccc2)c1C(=O)OC | -1
Cc1nn(C(C)C(=O)Nc2ccc(Cl)cn2)c(C)c1[N+](=O)[O-] (configuration not stated) | 16
O=C(NCCc1nc2ccccc2[nH]1)/C(=C/c1ccco1)NC(=O)c1ccc(Br)cc1 | 1
Cc1cc(C)nc(/N=C(/NC(=O)Nc2ccc(Cl)c(Cl)c2)Nc2ccccc2)n1 | 0
CCCOc1ccc(-c2nnn(CC(=O)c3c[nH]c4ccccc34)n2)cc1 | 14
CC(=O)N=C1SC2CS(=O)(=O)CC2N1c1ccc(-c2nc3ccc(C)cc3s2)cc1 (configuration not stated) | 126
CCCn1nnc(NC(=S)NC(=O)c2cccs2)n1 | 1
CN(c1ccc(OCC(=O)Nc2nc3ccccc3s2)cc1)S(=O)(=O)c1ccccc1 | 3
COc1ccc(C(=O)OCC(=O)c2ccc(C3CCCCC3)cc2)cc1 | -8
C=CCn1c(SCC(=O)NCCOC)nnc1-c1cc2c(s1)CCC(CC)C2 (configuration not stated) | 5
CN(C)S(=O)(=O)c1ccc(NC(=O)C2CC3C=CC2C3)cc1 (configuration not stated) | 6
S=C(Nc1ccccc1Cl)Nc1ccc(Cl)cc1Cl | 0
O=C(Oc1cccc([N+](=O)[O-])c1)c1cc(-c2ccccc2)nc2ccccc12 | 0
CC(C)(CO)NCC(O)COc1ccc2c(c1)CCC2 (configuration not stated) | 4
Cc1ccc(Sc2c(C=O)c3ccccc3n2C)cc1 | -6
CC1=C(C)CC(C(=O)c2ccccc2)C(C(=O)O)C1 (configuration not stated) | -4
O=C1N=C(N2CCN(c3cccc4ccccc34)CC2)S/C1=C/c1cccs1 | -2
Cc1nn(Cc2cccc(C(=O)Nc3ccn(Cc4ccccc4F)n3)c2)c(C)c1[N+](=O)[O-] | -2
CCN(Cc1ccccc1)S(=O)(=O)c1ccc(S(=O)(=O)N2CCN(C)CC2)cc1 | -2
CSCCC(NS(=O)(=O)c1ccc2c(c1)oc(=O)n2C)C(=O)NC1CCCc2ccccc21 (configuration not stated) | 5
CCC(OC(=O)C1=Cc2ccccc2OC1)C(=O)NC1CCCC1 (configuration not stated) | -5
COc1ccccc1/C=N/NC(=O)C(NC(=O)c1ccccc1)=C(C)C | 2
CCC(=O)NC(=S)Nc1cccc(NC(=O)c2ccc(Cl)cc2Cl)c1 | 0
Cc1ccc(S(=O)(=O)Nc2cccc(NC(=O)CN3CCCCC3)c2)cc1 | 5

4 records picked at random from those above:
Molecule | CD11b adhes enh
CC(=O)N=C1SC2CS(=O)(=O)CC2N1c1ccc(-c2nc3ccc(C)cc3s2)cc1 (configuration not stated) | 126
C=CCn1c(SCC(=O)NCCOC)nnc1-c1cc2c(s1)CCC(CC)C2 (configuration not stated) | 5
COc1ccc(S(=O)(=O)N=C2C=C(C)C(=O)C(C)=C2)cc1 | 10
CCN1CCCC1CNCc1cccc(OC)c1OCc1ccccc1F (configuration not stated) | -3

The list continues.
Molecule | CD11b adhes enh
Cc1nc(CS(=O)(=O)c2ccccc2)cc(Sc2ccc(Cl)cc2)n1 | 2
CC1(C)CC(C(CC(=O)Nc2nccs2)c2ccccc2)CCO1 (configuration not stated) | 0
CCOC(=O)c1c(NC(=O)/C=C/c2ccc(C)o2)sc(C)c1C | -1
O=C1NC2(CCCc3ccccc32)C(=O)N1CCOc1ccc(Br)cc1 (configuration not stated) | 26
Nn1c(SCC(=O)Nc2ccc3c(c2)OCO3)nnc1-c1ccc(Cl)cc1 | -2
Cc1ccc(C(=O)N/C(=C/c2ccco2)C(=O)NCCc2c[nH]c3ccccc23)cc1C | 3
O=C(CN1CCN(S(=O)(=O)c2ccc3ccccc3c2)CC1)NC(=O)NC1CCCCC1 | -2
Cc1nn(-c2ccccc2)c(C)c1/C=N/NC(=O)c1cc(C(C)(C)C)[nH]n1 | -1
CCOC(=O)N/N=C/c1ccc(C)o1 | 0
COc1ccc(C2Nc3ccccc3C(=O)N2c2ccc(C)cc2)cc1Cn1nnc2ccccc21 (configuration not stated) | -4
Cc1ccc(OCCn2cc(C(=S)N3CCCC3)c3ccccc32)cc1C | 5
COc1cc(NC(=O)CN2C(=O)NC(C)(c3ccccc3)C2=O)c(C)cc1[N+](=O)[O-] (configuration not stated) | -5
O=C(N/N=C/c1ccccc1)c1[nH]c2ccc(Br)cc2c1-c1ccccc1 | 4
CS(=O)(=O)N(Cc1ccccc1)c1ccc(C(=O)Nc2ccccc2Sc2ccccc2)cc1 | 1
Cc1cc(C(=O)OCC(=O)c2ccc3c(c2)NC(=O)CO3)c2ccccc2n1 | 37
OC(COCC1COc2ccccc2O1)CN1CCN(c2ccc(F)cc2)CC1 (configuration not stated) | 4
CC1=CC(C)(C)Nc2ccc(OC(=O)CCN3C(=O)c4ccccc4C3=O)cc21 | -2
CCC1CCC2(CC1)NNC(=S)NN2 | 1
Clc1cccc(-c2nc(NCc3cccnc3)c3ccccc3n2)c1 | 6
NNC(=O)c1cccc(COc2ccccc2Br)c1 | -1
CC(C)(C)OC(=O)N[C@@H](Cc1ccccc1)c1nnc(S(=O)(=O)Cc2ccccc2)o1 | -2
CCOC(=O)C1=NN(C(=O)c2ccc(C)cc2)C(O)(c2ccc(Cl)cc2)C1 (configuration not stated) | 1
Cc1ccc(Cn2cc(S(=O)(=O)c3ccc(Cl)cc3)c(=O)c3cc(F)ccc32)cc1 | 1
O=C(OCn1nnc2ccccc2c1=O)c1cc(-c2ccccc2)nc2ccccc12 | 2
O=C(Nc1cccc(-c2cn3ccccc3n2)c1)C1CC1 | 0
O=C(CSc1cccc(C(F)(F)F)c1)Nc1ccc(Cl)cc1Cl | 0
C=CCc1cc(Cl)ccc1OCCN(C)C | 3
Cc1ccc(-c2cc(N)n(-c3ccc(C)cc3)n2)cc1 | -1
CCn1c2ccccc2c2cc(NC(=O)COC(=O)c3ccccc3Br)ccc21 | 1
Cc1cccn2c(=O)c3cc(C(=O)NCCc4ccccc4)c(=N)n(CCCn4ccnc4)c3nc12 | 0
CCOC(=O)c1cnn(-c2cc(Oc3ccccc3)ncn2)c1N | 0
Cc1cccc(OC(=O)Cn2c(C(F)(F)F)nc3ccccc32)c1 | -4
O=C(CNC(=O)c1cccs1)NCCN1CCC(Cc2ccccc2)CC1 | 5
O=C(Cc1ccc(Br)cc1)Nc1ccccc1Sc1ccccc1 | 1
O=C(COC(=O)C1CCC(=O)N1)Nc1cc(Cl)ccc1Cl (configuration not stated) | -1
COC(=O)c1ccc(-c2sc3nc(N4CCOCC4)c4c(c3c2N)CC(C)(C)OC4)o1 | 26
O=C1C2CC=C(Cl)CC2C(=O)N1CCc1c[nH]c2ccccc12 (configuration not stated) | 0
Cc1ccc(-c2csc3ncnc(SCC(=O)Nc4nnc(C)s4)c23)cc1 | 36
CCN(CC)N=Nc1[nH]nc2nc(C)cc(C)c12 | -6
O=C1C=C(NCc2ccc(Cl)cc2)CCC1 | 6
O=C1c2ccccc2C2=Nc3ccccc3SC(c3ccccc3F)C12 (configuration not stated) | -2
COc1cc(C2SCC(=O)N2c2nnc(C34CC5CC(CC(C5)C3)C4)s2)cc(OC)c1OC (configuration not stated) | 1
COc1ccc(Nc2cccccc2=O)cc1 | -2
CN1CCN(/N=C/c2cccc(Cl)c2Cl)CC1 | -4
N=C1C(c2nc(-c3ccc(F)cc3)cs2)=C(O)CN1Cc1ccc(Cl)cc1 | 4
O=[N+]([O-])c1ccccc1S(=O)(=O)n1nnc2ccccc21 | 19
C/C(=N/Nc1ccc(F)cc1)c1ccc(Cl)s1 | -6
CCOC(=O)C(Cc1ccccc1)C(=O)Nc1ccccc1C (configuration not stated) | 5
O=C(N/N=C/c1ccc(F)cc1)c1sccc1OCc1ccc(F)cc1 | -6
CCN1CCN(S(=O)(=O)c2ccc(C)c([N+](=O)[O-])c2)CC1 | -2
CC(C)=C1C(=O)NN(c2ccc(F)c(Cl)c2)C1=O | -2
CCC1=NN(C(=O)C(=O)NCCc2ccccc2)C(O)(C(F)(F)F)C1 (configuration not stated) | -3
CCOc1ccccc1OCCCOc1ccc(C)cc1Cl | -4
CCn1c(=N)n(CC(=O)c2ccc(OC)c(OC)c2)c2ccccc21 | 4
CCc1ccc(C(=O)COC(=O)CNC(=O)CNC(=O)Cc2ccccc2)cc1 | -1
COc1cc(/C=C/c2nc(-c3ccccc3O)n[nH]2)cc(OC)c1OC | -2
CCOC(=O)Cn1cc(/C=N/NC(=O)c2ccc(C#N)cc2F)c2ccccc21 | 3
Cc1c(Cl)cnc(NC(=O)CSc2nnc3ccccn23)c1Cl | 9
O=C(NCc1cccnc1)c1sc2ccccc2c1Cl | -2
Cc1ccnc(N/C=C(\C#N)c2nc(-c3cccc(Br)c3)cs2)c1 | 61

(next part)
Molecule | CD11b adhes enh
Cc1ccc(C(=O)c2coc3cc([N+](=O)[O-])c(O)c([N+](=O)[O-])c23)cc1 | -7
CC(CC(=O)Nc1cc(C(F)(F)F)ccc1Cl)c1ccccc1 (configuration not stated) | -2
CC1=NN(C(=O)c2csc(C)c2)C(O)(C(F)(F)F)C1 (configuration not stated) | 3
CC1CCCCC1NC(=O)CN1C(=O)NC(Cc2ccccc2)(Cc2ccccc2)C1=O (configuration not stated) | 1
COc1ccc(Cn2c(-c3ccc(OC)cc3)nc3c(c(=O)c4ccccc4n3C)c2=O)cc1 | -2
O=C(OCCN1C(=O)c2cccc3c(N4CCOCC4)ccc(c23)C1=O)c1ccc(Cl)cc1Cl | -1
Cc1ccc(Nc2ccc([N+](=O)[O-])nc2[N+](=O)[O-])cc1 | 3
Cc1cc(-c2n[nH]c(=S)n2-c2ccccc2)nn1C | -1
COC(=O)c1c(NC(=O)CN2C(=O)NC3(CCC(C(C)(C)C)CC3)C2=O)sc2c1CCCCC2 (configuration not stated) | 48
CCOc1cc(C=C2C(=O)c3ccccc3C2=O)ccc1OCC(=O)Nc1ccc(C)cc1 | 7
CCOc1ccc(N/C=C/C(=O)c2ccc3ccccc3c2)c([N+](=O)[O-])c1 | -2
CCOC(=O)C1(C(=O)OCC)CC1c1ccccc1 (configuration not stated) | 1
CC(C)Cc1csc(NC(=O)c2ccc(Cl)cc2)c1C(=O)O | -7
CCOc1ccccc1NC(=O)COC(=O)C(CC(C)C)N1C(=O)C2CC=CCC2C1=O (configuration not stated) | 8
CCn1c(CS(=O)Cc2ccc(Cl)cc2Cl)nnc1SCc1c(Cl)cccc1Cl (configuration not stated) | 3
Cc1[nH]c(=O)[nH]c(=O)c1/C=N/NC(=O)[C@H](CC(C)C)NC(=O)OC(C)(C)C | -1
COc1ccc(-c2ccc(SCC(=O)N3c4ccccc4CC3C)nn2)cc1OC (configuration not stated) | -1
CCc1c(C#N)c(SCCC(=O)Nc2ccc(OC)cc2)nc2c1C(=O)CC(C)(C)C2 | 0
O=C(N/N=C/c1c[nH]c2ccccc12)C1CC1(c1ccccc1)c1ccccc1 (configuration not stated) | 2
CNC(=O)NC(=O)C(C)OC(=O)c1c2c(nc3ccccc13)/C(=C/c1cccs1)CC2 (configuration not stated) | 47
CON/C=C(\C=Nc1ccc(Cl)cc1)c1ncc(C(F)(F)F)cc1Cl | -4
COc1ccc(C(=O)c2sc(Nc3ccccc3)c(C(=O)Nc3ccc(OC)c(OC)c3)c2N)cc1 | -8
